Bioassay records from PubChem.
aSyn yeast inh – qHTS of alpha-syn Inhibitors; Yeast expressing alpha-synuclein, growth rescue, BacTiter-Glo, 24 h; Potency, µM (top dose mostly 46.1 µM), inactives show at the highest dose growth rescue (activation), usual class: activators; hit rate 0.14% among 370,000; AID 652106, 2013; further: potency means the concentration at half of the fitted maximal effect; % of control where 0% means no effect; nearly all actives have a fitted effect of over 65% in size
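Readout is rescue of growth in alpha-synuclein-expressing yeast, so inhibitors of toxicity appear as activators. Growth after 24 hr at 30 deg C in galactose medium is quantified by luminescence.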
DRD3 antagonist – qHTS of D3 Dopamine Receptor Antagonist: qHTS; D3R cells, DiscoveRx beta-arrestin luminescence, antagonist mode; hits give low values; hit rate 2.5% among 360,000; max response, negative = inhibition, %; in the data active means max response below about -50%; inconclusive means no clear call, values can overlap the other calls; further: on the % scale 0 is the no-effect control and ±100 the full control effect; mostly tested at two doses, the higher about 12 µM
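Cells expressing the human receptor were seeded at 1500 cells/well, incubated overnight at 37 degrees C in 5% CO2, then exposed to library compounds with dopamine controls for 90 minutes at 37 degrees C before luminescent detection.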
GLP1R inv ag – qHTS of GLP-1 Receptor Inverse Agonists (Inhibition Mode) | Glucagon-like peptide 1 receptor (Homo sapiens), P43220 | HEK293 GLP-1R CRE-luciferase, luminescence, 24 h; GLP-1R form is constitutively active | Potency, µM (series often up to 38.3 µM), without a hit: top-dose activity change, negative = inhibition, most hits filed as inhibitors | hit rate 1.6% among 410,000; further: potency means the concentration at half of the fitted maximal effect; on the % scale 0 is the no-effect control and ±100 the full control effect; nearly all actives have a fitted effect of over 55% in size
Target sequence (P43220 whole entry, looked up): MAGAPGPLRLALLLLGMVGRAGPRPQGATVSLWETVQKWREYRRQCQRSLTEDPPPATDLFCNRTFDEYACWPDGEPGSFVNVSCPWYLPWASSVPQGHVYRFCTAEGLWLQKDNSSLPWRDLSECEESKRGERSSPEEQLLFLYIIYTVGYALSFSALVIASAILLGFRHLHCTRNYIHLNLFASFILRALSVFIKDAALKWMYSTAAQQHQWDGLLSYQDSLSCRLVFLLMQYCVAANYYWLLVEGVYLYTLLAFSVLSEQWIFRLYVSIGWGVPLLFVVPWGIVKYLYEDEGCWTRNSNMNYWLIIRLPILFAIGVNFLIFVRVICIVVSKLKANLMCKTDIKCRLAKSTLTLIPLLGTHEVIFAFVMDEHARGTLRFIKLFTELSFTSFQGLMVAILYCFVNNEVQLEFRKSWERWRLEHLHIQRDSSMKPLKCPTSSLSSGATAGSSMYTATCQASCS
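Assay principle: reduced luminescence from a cAMP-responsive reporter in HEK293 cells co-expressing a constitutively active GLP-1R. Conditions: 24 hr compound incubation, 37 deg C, 5% CO2.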
TDP-43 yeast inh – qHTS of TDP-43 Inhibitors | TDP-43 expressing yeast growth rescue, BacTiter-Glo, 24 h | Potency, µM (top dose mostly 46.1 µM), without a hit: at the top dose growth rescue (activation), most hits filed as activators | hit rate 1.8% among 410,000; further: potency means the concentration at half of the fitted maximal effect; % of control where 0% means no effect; nearly all actives have a fitted effect of over 50% in size
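Yeast cells expressing TDP-43 under galactose induction are exposed to compounds for 24 hr at 30 deg C. BacTiter-Glo luminescence measures growth, so protective compounds score as activators.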
PTHR1 ag – qHTS for PTHR1 Agonists: Primary Screen | Parathyroid hormone/parathyroid hormone-related peptide receptor (Homo sapiens), Q03431 | HEK293 GP2 PTHR1 cells, GloSensor cAMP luminescence, 1 h | Potency, µM (titrated, usually from 115 µM), for the others: at the top dose activation, hits mostly activators | hit rate 0.075% among 410,000 | AID 743266, 2014; further: potency means the concentration at half of the fitted maximal effect; nearly all actives have a fitted effect of over 55% in size; some results filed as inactive show a strong effect at the top dose; inactives centre near -15; many of its hits are not listed in these tables
Target sequence (Q03431 whole entry, looked up): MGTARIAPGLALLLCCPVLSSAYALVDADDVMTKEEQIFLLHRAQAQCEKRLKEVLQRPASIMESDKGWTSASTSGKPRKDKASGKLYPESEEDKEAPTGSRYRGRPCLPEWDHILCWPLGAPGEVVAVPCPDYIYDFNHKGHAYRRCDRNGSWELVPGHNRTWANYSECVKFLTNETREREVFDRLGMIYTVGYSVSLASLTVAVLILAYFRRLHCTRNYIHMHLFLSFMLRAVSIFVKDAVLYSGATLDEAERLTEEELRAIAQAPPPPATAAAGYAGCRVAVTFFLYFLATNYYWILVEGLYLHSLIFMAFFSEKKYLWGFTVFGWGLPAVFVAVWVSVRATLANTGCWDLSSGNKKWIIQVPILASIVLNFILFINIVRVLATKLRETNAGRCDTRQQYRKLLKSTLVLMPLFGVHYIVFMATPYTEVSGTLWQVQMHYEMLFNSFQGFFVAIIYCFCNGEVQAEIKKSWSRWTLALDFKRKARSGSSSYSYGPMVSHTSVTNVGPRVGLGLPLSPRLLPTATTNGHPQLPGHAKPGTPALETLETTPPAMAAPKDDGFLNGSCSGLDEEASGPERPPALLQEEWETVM
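HEK-293-derived GP2 cells expressing PTHR1 and a GloSensor cAMP reporter, 3,000/well, plated overnight, given luciferin plus IBMX (each 0.5 mM as added) for 1 h at 37 °C, then compound for 1 h at 37 °C. Luminescence was read after 15 min at room temperature.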
GLP-1R agonist – qHTS of GLP-1 Receptor Agonists; Potency, µM (titrated, usually from 45.6 µM), for the others: at the highest dose activation, actives largely listed as activators; Glucagon-like peptide 1 receptor (Homo sapiens), P43220; hit rate 0.007% among 380,000; AID 624172, 2012; HEK293 GLP-1R CRE-luciferase, luminescence, 4-6 h; cells express a hypersensitive GLP-1R form; further: potency means the concentration at half of the fitted maximal effect; % of control where 0% means no effect
HEK293 tox – qHTS of GLP-1 Receptor Inverse Agonists: Cytotox Screen. Potency, µM (highest dose often 38.3 µM), inactives show top-dose activity change, negative = inhibition, actives largely listed as inhibitors. hit rate 0.13% among 410,000. HEK293 cAMP-luciferase reporter cells, luminescence, 24 h;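 further: loss of luciferase light is scored as toxicity; potency means the concentration at half of the fitted maximal effect; on the % scale 0 is the no-effect control and ±100 the full control effect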
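Seeding density was 200 cells/uL; after overnight-length (12 h) culture, 23 nL compounds went on for 24 h at 37 °C. Readout used a luciferase detection reagent, luminescence taken after 12 min at room temperature.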
DRD3 agonist – qHTS of D3 Dopamine Receptor Agonist: qHTS; hit rate 0.58% among 410,000; AID 652048, 2013; D(3) dopamine receptor (Homo sapiens), P35462; D3R DiscoveRx beta-arrestin cells, luminescence, 90 min; max activation, %; in the data active means max activation above about 30%; further: 0% is about no effect; mostly tested at two doses, the higher about 12 µM
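Agonist-mode cell screen: cells plated at 1500/well and incubated overnight at 37 °C, then exposed to library compounds for 90 min at 37 °C. Detection reagent was added for 30–60 min at room temperature, and luminescence was read.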
KB-V1 MDR tox – qHTS assay for MDR1-selective chemotherapeutics: Primary screen using the drug-selected MDR subline cells KB-V1. KB-V1 MDR cells viability, CellTiter-Glo, 72 h. Potency, µM (doses to about 46.1 µM), without a hit: top-dose activity change, negative = cytotoxicity, actives largely listed as cytotoxic. hit rate 3.4% among 400,000. AID 1347076, 2019; further: potency means the concentration at half of the fitted maximal effect; on the % scale 0 is the no-effect control and ±100 the full control effect; nearly all actives have a fitted effect of over 60% in size
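Following 72 h at 37 degrees C with compound, KB-V1 cell viability was read by CellTiter-Glo luminescence, medium being phenol-red-free DMEM plus 10% FBS; concentration-response parameters came from normalized, curve-fitted qHTS data.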
Numbers without * were called inactive; i = inactive; ? = inconclusive; / = not tested or not shown; [ ] = remark or other dose. Unless noted, the call rests on the fitted dose curve; in most records, active means well fitted curve in the direction sought with a large enough effect; inconclusive means small, poorly fitted or top-dose-only effect, or another doubt; inactive means no such curve, though single readings can be large; an effect the other way counts as inactive or inconclusive. Some of the compounds tested, so the mix of outcomes need not match the whole.

SMILES | aSyn yeast inh | DRD3 antagonist | GLP1R inv ag | TDP-43 yeast inh | PTHR1 ag | GLP-1R agonist | HEK293 tox | DRD3 agonist | KB-V1 MDR tox
COc1cc(C(=O)NCCN2CCN(C(=O)c3cc(OC)c(OC)c(OC)c3)CC2)cc(OC)c1OC | 2% | 15 | 39%[activator] | 6% | i | 4% | 3% | 2 | 34%
Cc1cc(C)cc(NC(=O)C2CCN(c3cc(C)nc4c(-c5ccc(Cl)cc5)c(C)nn34)CC2)c1 | / | / | 0% | 20% | i | -1% | 3% | 3 | ?
COc1cccc(N2CCN(C3CCCC(C)C3)CC2)c1 (stereo not given) | -6% | -28 | -7% | -15% | -6%[57.5 µM] | -12% | -12% | -15 | 1%
O=C(COC(=O)C1CCN(/C=C/C(=O)C(F)(F)F)CC1)Nc1ccccc1 | -1% | 4 | 35%[activator] | -11% | i | 2% | -1% | -6 | 11%
C/C(=N\NC(=O)CCc1ccccc1)C1C(=O)c2ccccc2C1=O | -3% | ? | -24%[7.66 µM] | -31%[inhibitor] | i | -3% | -7%[7.66 µM] | -4 | 9.2µM*
NS(=O)(=O)c1ccc(NC(=O)COC(=O)CCC2CCCC2)cc1 | 1% | 0 | -2% | / | i | -1% | -8% | 5 | 0%
Cc1ccc(NC(=O)CC2CS(=O)(=O)CC2CC(=O)Nc2ccc(C)c(C)c2)cc1C (stereo not given) | 2% | -18 | 0% | -9% | i | 3% | 14% | -12 | 0%
CC1=C(C(=O)Nc2ccccc2C)C(c2sccc2C)n2ncnc2N1 (stereo not given) | 1% | / | 2% | 15% | i | -5% | 1% | 7 | ?
CCn1cc(C(=O)NCCc2ccc(OC)c(OC)c2)c(=O)c2cc(S(=O)(=O)N3CCCCCC3)ccc21 | / | / | 34% | 2% | -53%[inhibitor] | 0% | -8% | 7 | -14%
Cc1cc(C(=O)NCCc2ccccc2)c2cc(F)ccc2n1 | -5% | 6 | 71%[activator] | 26% | i | 6% | 53%[activator] | 2 | ?
O=C(CN1C(=O)CCc2cc(S(=O)(=O)N3CCOCC3)ccc21)NCc1ccccc1 | / | / | -71% | 23% | i | / | -25% | 7 | 0%
COc1ccccc1NC(=O)CSc1nnc(NC(=O)NC2CCCCC2)s1 | / | / | -12% | 25% | i | / | -3% | -2 | /
Cc1[nH][nH]c(=O)c1/C=N/N1CCOCC1 | -7% | 10 | 1% | 3% | -8% | -2% | 6% | 0 | 2%
O=C1c2ccccc2C(=O)N1OS(=O)(=O)c1ccc(F)cc1 | 0% | -14 | 16% | -30%[inhibitor] | -13% | -5% | 6% | -2 | -5%
Cc1ccc(NC(=O)Cn2c(=O)n(Cc3ccc(F)cc3)c(=O)c3cccnc32)cc1C | / | / | 5% | 6% | i | / | -2% | 0 | 16%
O=S(=O)(c1ccccc1)n1nc(-c2ccc(Cl)cc2)nc1NCc1ccccc1 | / | / | 8% | 19% | i | / | -8% | -1 | /
COc1ccc(-c2cc(C(F)(F)F)nc(N3CCCCC3)n2)cc1OC | 10% | 26 | 13% | 17% | i | 0% | 8% | 11 | ?
Fc1ccccc1-c1nnc2ccc3ccccc3n12 | -13% | 16 | 146%[activator] | 9% | -32%[inhibitor] | 20% | -12% | 6 | -1%
CCC(=O)NC1(C(F)(F)F)C(=O)Nc2c1c(=O)[nH]c(=O)n2CC(C)C (stereo not given) | -6% | 1 | 12% | 2% | 8% | -7% | -2% | -3 | 9%
Cc1ccc(Cn2c(SCC(=O)NCc3ccccc3)nc3ccsc3c2=O)cc1 | / | / | 11% | 9% | -19% | / | 2% | -5 | /
CCOc1ccccc1N(C)C(=O)Cn1nc(Cc2cccnc2)c2ccccc2c1=O | / | / | -8% | -12% | -24% | / | 20% | -32 | /
Cc1cc(Cl)cc(Cl)c1CNc1c([N+](=O)[O-])c(=O)oc2ccccc12 | 2% | 12 | -8% | 5% | -30% | -2% | -1% | 3 | 5%
CCOc1cccc(C(=O)Nc2ccc3c(c2)OCCO3)c1 | 1% | 11 | ? | ? | -82%[inhibitor] | -2% | -5% | 1 | ?
O=C1c2[nH]nc(-c3ccccc3O)c2C(c2ccc(Cl)cc2)N1CCc1ccccc1 (stereo not given) | / | / | ? | 16% | -80%[inhibitor] | / | ? | 10 | /
COc1ccc2c(CN3CCOCC3)cc(=O)oc2c1 | -7% | 7 | 5% | ? | -22% | 0% | 5% | 2 | 0%
CCOC(=O)Cc1csc(NC(=O)c2sc3nc4ccc(C)cc4cc3c2N)n1 | / | 8 | -4% | -3% | i | 6% | 9% | 1 | 13%
Cc1ccc(C)c(NS(=O)(=O)c2cc(C(=O)NCc3ccncc3)ccc2C)c1 | 6% | 7 | -30% | 1% | i | 3% | -17% | 3 | -27%
Cc1cc(C(=O)OCC(=O)Nc2cc(S(=O)(=O)N(C)C)ccc2C)c2ccccc2n1 | -1% | 10 | -5%[7.66 µM] | 4% | i | -1% | 2%[7.66 µM] | 1 | -27%
O=C(CN1CCN(c2ccc(F)cc2)CC1)Nc1ccccc1C(=O)NCCc1ccccc1 | -7% | 3 | ? | 15% | -41%[inhibitor] | 6% | -1% | -10 | -18%
COc1cccc(CN(C)CC(=O)Nc2cccc3ccccc23)c1 | -2% | -1 | -4%[7.66 µM] | -3% | i | 0% | -2%[7.66 µM] | -2 | ?
O=C1c2ccc(Oc3ccc([N+](=O)[O-])cc3)cc2C(=O)N1CCO | 3% | 27 | 3% | 16% | i | 3% | 12% | 6 | 27%
Cc1cc(OCC(=O)Nc2c(C(=O)c3ccccc3)oc3ccccc23)cc(C)c1Cl | / | / | 13% | 22% | -5% | / | 14% | 4 | ?
N#Cc1ccc(N/N=C/c2cn(-c3ccccc3)nc2-c2ccccc2)c([N+](=O)[O-])c1 | -16% | 5 | 20% | -4% | i | 5% | -3% | -7 | ?
CC(=O)N(c1ccc(C)cc1)S(=O)(=O)c1ccc(Cl)cc1 | 5% | -14 | ? | 14% | i | 2% | 4% | 0 | -13%
COCc1cc(C)nc2sc(C(=O)NC3CCCCC3)c(N)c12 | 1% | -50* | -14% | 23% | i | 22% | 4% | -3 | -4%
O=C(NCCCN1CCCC1)c1ccc2c(Cl)c3c(nc2c1)CCCC3 | 0% | -20 | ? | 8% | i | 12% | ? | -10 | ?
CCN(C(=O)C(C)Sc1nnc(-c2ccncc2)n1C)C1CCCCC1 (stereo not given) | -6% | -4 | 12% | 18% | i | 11% | -17% | -27 | 16µM*
COc1ccc(C(CNC(=O)c2ccc(-c3cccc(C(F)(F)F)c3)o2)N2CCOCC2)cc1 (stereo not given) | 0% | -30 | 7% | 9% | -22% | 3% | 9% | -17 | 3%
CC(C)c1ccc(NC(=O)NCc2cccnc2)cc1 | -10% | -19 | -24% | -4% | i | 1% | -28% | -4 | -23%
Cc1ccccc1C(=O)Nc1ccc(C(=O)OCc2cc(=O)n3c4c(sc3n2)CCCC4)cc1 | / | / | 0% | -6% | -86%[inhibitor] | / | -4% | -11 | /
CCc1nc(-c2cc3ccc(C)cc3[nH]c2=O)no1 | -2% | 33 | 0% | 0% | i | -6% | -8% | 1 | 5%
Cc1ccsc1CN(C(=O)COc1cccc(C)c1C)C1CCS(=O)(=O)C1 (stereo not given) | / | / | ? | 22% | -12% | / | 0% | -4 | /
CCOC(=O)C1=CN(Cc2cccc(-c3cccnc3)c2)S(=O)(=O)N(CC)C1C (stereo not given) | -1% | 0 | ? | 10% | -55%[inhibitor] | 21% | 0% | 7 | 0%
O=C(C1CCCCC1)N(Cc1cccnc1)c1nc2ccc(Cl)cc2s1 | / | / | -6% | ? | -22% | / | 22% | -13 | /

Among those listed so far, these contain a Cl atom:
SMILES | aSyn yeast inh | DRD3 antagonist | GLP1R inv ag | TDP-43 yeast inh | PTHR1 ag | GLP-1R agonist | HEK293 tox | DRD3 agonist | KB-V1 MDR tox
Cc1cc(C)cc(NC(=O)C2CCN(c3cc(C)nc4c(-c5ccc(Cl)cc5)c(C)nn34)CC2)c1 | / | / | 0% | 20% | i | -1% | 3% | 3 | ?
O=S(=O)(c1ccccc1)n1nc(-c2ccc(Cl)cc2)nc1NCc1ccccc1 | / | / | 8% | 19% | i | / | -8% | -1 | /
Cc1cc(Cl)cc(Cl)c1CNc1c([N+](=O)[O-])c(=O)oc2ccccc12 | 2% | 12 | -8% | 5% | -30% | -2% | -1% | 3 | 5%
O=C1c2[nH]nc(-c3ccccc3O)c2C(c2ccc(Cl)cc2)N1CCc1ccccc1 (stereo not given) | / | / | ? | 16% | -80%[inhibitor] | / | ? | 10 | /
Cc1cc(OCC(=O)Nc2c(C(=O)c3ccccc3)oc3ccccc23)cc(C)c1Cl | / | / | 13% | 22% | -5% | / | 14% | 4 | ?
CC(=O)N(c1ccc(C)cc1)S(=O)(=O)c1ccc(Cl)cc1 | 5% | -14 | ? | 14% | i | 2% | 4% | 0 | -13%
O=C(NCCCN1CCCC1)c1ccc2c(Cl)c3c(nc2c1)CCCC3 | 0% | -20 | ? | 8% | i | 12% | ? | -10 | ?
O=C(C1CCCCC1)N(Cc1cccnc1)c1nc2ccc(Cl)cc2s1 | / | / | -6% | ? | -22% | / | 22% | -13 | /
